Compound activity (PubChem)
MT stabilizer: microtubule stabilizers in HeLa cells, primary screen, imaging, high-content imaging. HeLa tubulin immunostaining HCS, 24 h; share of cells brighter than vehicle mean+2SD. % tubulin-high responders, % at 10 µM. actives 0.83% (n = 200,000). AID 2205, 2009;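 active = plate Z-score above 3 for both tubulin-high and condensed-nucleus cell shares, with cell loss under 80%, at 10 µM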;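 also: anti alpha tubulin signal scored within the nucleus-defined area of each cell; some results filed as inactive read as strong as hits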
K1F lysis inhibition: inhibition of K1F phage lysis, E. coli UTI89, bacterial capsule biogenesis inhibitors, alamar blue (AID 488966) | E. coli UTI89 K1F phage lysis, alamar blue, 2 h; higher % means a stronger effect | one-dose inhibition, % at 100 µM; IC50 in µM for titrated hits | actives 0.02% (n = 340,000);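 active = phage lysis inhibition, versus mean bacterial control, above a set limit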;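 also: capsule biogenesis inhibitors block K1F phage lysis so surviving cells raise fluorescence; higher fluorescence means more inhibition of phage lysis; actives were called in the ten point dose series up to 300 µM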
Dynein transport: inhibitors of GR-EGFP nuclear translocation, primary screen, dynein cargo transport inhibitor project, imaging, high-content, 3617.4 mouse cells. test concentration mostly 20 µM; stimulated with dexamethasone, 1 µM; hits give low values. actives 0.47% (n = 220,000). z-score, hits read low;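 active = plate z-score of nuclear minus cytoplasmic receptor signal below a set negative limit, without overly bright fluorescence or cell loss, cut at about -3.5 in these data, passing the limit was not always enough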;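 also: z-score of nuclear minus cytoplasmic ring GR-EGFP intensity difference per well; some compounds called inactive have numbers as strong as hits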
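medium = tetracycline-free induction medium containing charcoal-stripped FBS | probe or stimulus = dexamethasone, 1.0 µM final | timing = 48 h induction, then 1 h compound, then 30 min agonist, 37 °C | detection = automated 10x imaging of fixed Hoechst-stained cells | read-out basis = nuclear versus cytoplasmic GR-EGFP signal, averaged per well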
M1AAP inhibition: P. falciparum M1AAP inhibitors, biochemical, fluorogenic H-Leu-NHMec substrate, 1536-well (AID 1445); Aminopeptidase N (Plasmodium falciparum (isolate 3D7)); recombinant M1AAP, H-Leu-NHMec fluorogenic kinetic assay; higher % means a stronger effect; inhibition, % at 30 µM; hits with a dose series show IC50 in µM; actives 0.42% (n = 220,000);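 active = primary inhibition above the hit cutoff, then over 50% inhibition at one or more dose response concentrations, cut at about 23% in these data, passing the limit was not always enough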;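 also: plate controls were DMSO full reaction for no effect and no enzyme background for full effect; strong numbers were not always called active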
P. falciparum M17LAP: P. falciparum M17LAP inhibitors, primary screen, biochemical, fluorogenic H-Leu-NHMec substrate, 1536-well (AID 1619); Leucine aminopeptidase (Plasmodium falciparum (isolate 3D7)); recombinant M17LAP, H-Leu-NHMec fluorogenic kinetic assay; higher % means a stronger effect; one-dose inhibition, % at 30 µM; IC50 in µM for titrated hits; actives 0.38% (n = 220,000);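 active = compound inhibiting the enzyme by more than half at any dose during confirmatory dose-response retesting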;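 also: plate controls were full reaction with DMSO carrier for no effect and no enzyme background for full effect; strong numbers were not always called active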
bCat nuc transl: modulators of beta-catenin nuclear translocation, primary screen, imaging, HeLa cells, immunofluorescence, high-content; actives 0.3% (n = 190,000); AID 1665, 2009; nuclear translocation activity, % at 5 µM;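 active = nuclear translocation activity above 50% at 5 µM, with a well cell count of 50 or more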;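 also: per-cell ratio of nuclear to cytoplasmic median beta-catenin stain intensity; plate controls were DMSO negative control for no effect and GSK-3 inhibitor IX positive control for full effect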
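Test system: human HeLa cell line; Doses: 5 µM primary, 0.02–20 µM confirmation; Incubation: 24 h compound exposure, 37°C; Detection: beta-catenin immunofluorescence imaging with DAPI; Read-out: beta-catenin nuclear/cytoplasmic ratio, % activation.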
Autophagy HCS: autophagy modulators in MEF cells, primary screen, imaging, high-content, MEF GFP-LC3; AID 463193, 2010; MEF GFP-LC3 puncta imaging; test concentration mostly 10 µM; calls only at 10 µM (by protocol); actives 0.98% (n = 190,000);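 active = percentage of spot-positive cells more than 3 SD above its plate mean, without a fluorescence outlier flag or 80% toxicity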;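 also: spot-positive cell cutoff set from DMSO-treated cells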
ER stress rescue: rescue of cells from ER stress-induced death, primary screen, 384-well, CSM14.1, thapsigargin, ATP luminescence (AID 1222) | 190,000 tested, under 10 active | CSM14.1 thapsigargin-induced death rescue, ATP luminescence; higher % means a stronger effect | cellular ATP content (survival), % at 20 µM, or EC50 in µM where a hit was titrated;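 active = EC50 below 50 µM in the dose-response confirmation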;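 also: death triggered by thapsigargin at about 15 µM added after 2 h compound pretreatment; cell ATP read after overnight thapsigargin exposure of roughly 18 to 22 hours; normalized against plate controls of thapsigargin alone and 5% DMSO vehicle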
Insulin prom up: insulin promoter activators in MIN6 cells, imaging, high-content screening, mouse beta cells; MIN6 insulin promoter-GFP reporter; hits give high values; z-score at 5 µM; actives 0.3% (n = 190,000);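 active = z-score above 3 at 5 µM with at least 500 cells counted in the well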
Dynein transport cytoplasmic EGFP: also measured in Dynein transport; calls as there; z-score; measured here: cytoplasmic GR-EGFP intensity; hits give high values
Dynein transport nuclear GR-EGFP: further read-out of Dynein transport, marked with its call; z-score; measured here: nuclear GR-EGFP intensity;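 lower value marks the stronger effect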
Dynein transport cell count: second read-out of Dynein transport, no call of its own (marks repeat the call); z-score; measured here: cell count per field
Insulin prom up cell count: also measured in Insulin prom up; calls as there; cell count; measured here: cytotoxicity, nuclei count;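 total cells summed across four imaged fields per well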
bCat nuc transl cell count 5 µM: also measured in bCat nuc transl; calls as there; cell count; measured here: cell count, cytotoxicity flag
MT stabilizer Hoechst-high %: also measured in MT stabilizer; calls as there; % Hoechst-high responders; measured here: nuclear condensation Hoechst responders;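 share of cells brighter than vehicle mean plus two SD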
MT stabilizer cytotoxicity %: second read-out of MT stabilizer, no call of its own (marks repeat the call); toxicity, %; measured here: cytotoxicity by cell density;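 0% = mean cell density of plate MIN control wells and 100% = no cells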
Autophagy HCS cell loss 18 h: also measured in Autophagy HCS; calls as there; toxicity, %; measured here: cell loss, nuclei count;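 cell loss after 18 h compound exposure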
* marks the source's active call; other numbers are inactive results; i = inactive; x = not tested or not shown; & = joins results of further samples; [ ] = another dose, or the depositor's remark.

Value order – bCat nuc transl | Insulin prom up | bCat nuc transl cell count 5 µM | MT stabilizer cytotoxicity % | ER stress rescue | Autophagy HCS | Insulin prom up cell count | K1F lysis inhibition | Dynein transport nuclear GR-EGFP | Autophagy HCS cell loss 18 h | Dynein transport | M1AAP inhibition | P. falciparum M17LAP | MT stabilizer | MT stabilizer Hoechst-high % | Dynein transport cytoplasmic EGFP | Dynein transport cell count
(1) CCOC(=O)CN1C(=O)C(CC)Oc2ccccc21 (stereo unspecified)
  0.2 | -1.1 | 874 | 2.2 | -1.2% | i | 1490 | 0.9% | -0.17 | -11 | -0.81 | 4% | 2% | 6.5 | 1.9 | -0.19 | 0.26
(2) O=C(Nc1ccc(F)cc1)c1cc2c(s1)CCCC2
  0.5 | -0.76 | 1342 | x | x | x | 1033 | x | 0.16 | x | -0.51 | 5% | -8% | x | x | -0.26 | 0.7
(3) Cn1nc([N+](=O)[O-])nc1Sc1nnnn1-c1cccc(C(=O)O)c1
  -0.2 | 0.37 | 1303 | x | x | x | 999 | -0.5%[50 µM] | 0.1 | x | -0.48 | 5% | 12% | x | x | -0.22 | 0.73
(4) Cc1nc(C)c(C(=O)N2CCCC(CCC(=O)NCc3ccc(F)c(F)c3)C2)s1 (stereo unspecified)
  -0.5 | -1.1 | 937 | 0.6 | -1.0% | i | 1415 | 0.8% | -0.31 | 14 | -0.82 | 8% | -2% | 1.5 | 2.3 | -0.3 | 0.83
(5) O=c1c2cc(NC(=S)N3CCC(N4CCCCC4)CC3)ccc2nc2n1CCCCC2
  -3.1 | -0.29 | 1007 | 5.1 | -1.2% | i | 1258 | 2.1% | -0.66 | 1 | -0.24 | -5% | -1% | 4.6 | 1.6 | -0.36 | -0.14
(6) O=C(O)c1cccc([N+](=O)[O-])c1C(=O)Nc1nc2ccccc2s1
  -2.6 | -0.29 | 983 | 4.5 | -2.2% | i | 1578 | 0.3% | -0.73 | -4 | -1.2 | 4% | 6% | 1.9 | 2.8 | -0.34 | 1.5
(7) COC(=O)[C@H](CCSC)NC(=O)N1CCN(Cc2ccccc2)CC1
  -3.3 | -0.27 | 1002 | 2.4 | -0.2% | i | 1529 | 0.8% | -0.25 | 13 | -1.2 | 4% | -12% | 4.8 | 3.2 | -0.21 | 0.025
(8) CN1CCN(C(=O)C2=C[C@H](c3coc4ccccc4c3=O)C[C@H](OCCCCO)O2)CC1
  -0.4 | -1.4 | 1133 | 4.4 | -1.6% | i | 1444 | -0.1% | 0.63 | 0 | 0.37 | 4% | 2% | 2.9 | 1.0 | -0.28 | -0.72
(9) CCOC(=O)C1=C(C(F)(F)F)Nc2ncnn2C1c1cc(OC)c(OC)cc1OC (stereo unspecified)
  0.4 | 0.07 | 950 | 4.2 | -2.1% | i | 1246 | 4.6% | 0.045 | 18 | 0.0083 | 3% | 4% | 4.0 | 1.6 | -0.26 | 0.58
(10) CCOc1cc(NC(=S)NCC2CCCO2)c(OCC)cc1NC(=O)c1ccccc1F (stereo unspecified)
  -2.2 | -0.52 | 1029 | 5.2 | 0.5% | i | 1025 | 0.1% | -0.3 | -1 | -0.94 | 11% | -6% | 2.7 | 2.5 | -0.015 | 0.88
(11) COc1ccc(NC(=O)C/C(C)=N/NC(=O)c2cnccn2)cc1
  3.7 | -0.6 | 792 | 2.0 | -0.8% | i | 1514 | 0.0% | 0.55 | -27 | 0.82 | 7% | 6% | 2.3 | 1.7 | -0.19 | -0.87
(12) Cn1ncc(C#N)c1/N=C/N(Cc1ccccc1)Cc1ccccc1
  -0.3 | -1.4 | 1076 | 5.5 | -2.4% | i | 1222 | -0.1% | 0.17 | 8 | 0.19 | 12% | 3% | 2.5 | 1.4 | -0.26 | -0.28
(13) O=C(NC1CCCCC1)C(c1cccs1)N(C(=O)c1ccccn1)c1ccccc1 (stereo unspecified)
  -0.3 | -0.23 | 1110 | 7.9 | -2.1% | i | 1417 | 0.1% | 0.77 | 13 | 1.4 | 1% | 11% | 3.3 | 1.3 | -0.25 | -0.13
(14) CC/C(=N/NC(=O)c1ccccc1)c1ccc(OCCN2CCOCC2)cc1
  3.1 | 0.78 | 454 | 7.7 | -0.9% | i | 1177 | 0.6%[50 µM] | 0.65 | -14 | 1.3 | -6% | 2% | 5.9 | 3.1 | 0.1 | -1.3
(15) CCOC(=O)c1oc2ccccc2c1NC(=O)c1cc(OC)cc(OC)c1
  0.5 | -1.1 | 1346 | 2.1 | -1.2% | i | 1464 | 3.6% | -0.14 | 2 | 0.054 | 11% | 14% | 3.7 | 2.8 | 0.1 | 0.57
(16) COC(=O)c1cc(=O)n(Cc2ccc3c(c2)OCO3)c(=Nc2ccc(F)c(Cl)c2)s1
  x | 0.76 | x | 17 | 1.2% | i | 868 | 0.6% | -2.1* | 29 | -3.6* | -3% | 2% | 6.5 | 5.1 | 0.49* | 0.42*
(17) O=C(O)CSc1cccc2cccnc12
  0.1&-7.2 | 1.7&0.08 | 1151&1067 | 0.8&5.6 | -0.3%&0.6% | i | 941&682 | -0.2%&2.0% | 1&-0.43 | 9 | 1.5&-0.91 | 11%&3% | 4%&-6% | 6.6&1.5 | 1.2&0.6 | 0.96&0.014 | -1&0.48
(18) COC(=O)c1ccc(COc2ccc(/C=N/Nc3nc(C)cc(=O)[nH]3)cc2)cc1
  1.5 | -0.04 | 1322 | x | x | x | 1099 | 0.2% | -0.27 | x | -0.29 | 3% | 2% | x | x | -0.29 | 0.61
(19) CCOc1ccc(N(CC(=O)NCC(C)C)S(C)(=O)=O)cc1
  -0.9 | x | 893 | 7.3 | 0.2% | i | x | -0.5% | 0.17 | -3 | -0.59 | 11% | 14% | 3.2 | 2.9 | -0.11 | 0.13
(20) CC(=O)Nc1ccc(S(=O)(=O)N/N=C/c2ccc(C)s2)cc1
  -1.1 | 0.08 | 965 | 8.7 | 1.9% | i | 1218 | 3.9% | -0.26 | 2 | -0.65 | 1% | 23% | 2.4 | 2.2 | -0.21 | 0.24
(21) COc1ccc2[nH]c(C)c(CCNC(=S)Nc3ccc(F)cc3)c2c1
  -1.0 | 0.27 | 1083 | 5.1 | -2.6% | i | 1120 | 0.3% | 0.35 | 0 | 1.7 | -1% | -5% | 3.2 | 3.5 | -0.16 | -1.8
(22) Cc1cc2n(n1)C(c1cn(-c3ccccc3)nc1C)Nc1c(C)cccc1-2 (stereo unspecified)
  x | x | x | 7.2 | 2.2% | i | x | 0.1% | 0.92 | 4 | 1.1 | 3% | 2% | 3.2 | 2.6 | -0.29 | 0.13
(23) COC(=O)c1ccc(CSc2nnc3ccccn23)o1
  -3.3 | -0.22 | 950 | 8.1 | 0.6% | i | 1243 | 1.3% | 2.2 | 5 | 4.5 | 0% | -8% | 2.0 | 1.8 | -0.098 | -2
(24) Cc1ccc(C(=O)CSc2nnc(COc3ccccc3)o2)cc1
  -0.2 | -0.58 | 972 | 4.3 | 0.2% | i | 1398 | -0.4% | 0.27 | 15 | 0.67 | 3% | -11% | 1.5 | 2.4 | -0.031 | -0.013
(25) Cn1nc(C(F)(F)F)cc1Oc1ncc(C(F)(F)F)cc1Cl
  -1.5 | 0.18 | 1081 | 6.3 | x | i | 1247 | 1.0% | -0.59 | 10 | -0.6 | 2% | 5% | 2.3 | 3.4 | -0.22 | 0.034
(26) O=C(NCC1CCCO1)NC1(C(F)(F)F)Oc2ccccc2O1 (stereo unspecified)
  6.0 | -0.41 | 1347 | 0.2 | 2.0% | i | 1197 | 0.7% | 0.088 | 1 | 0.022 | 2% | -3% | 5.9 | 3.2 | -0.34 | 0.26
(27) Cc1cccc(NC(=S)NCCN(C2CCCCC2)C2CCCC2)c1
  x | -0.58 | x | 2.2 | -1.1% | i | 1352 | 0.2% | -0.24 | 3 | -0.62 | 2% | -2% | 4.5 | 1.6 | -0.22 | -0.23
(28) Cc1ccc(CNC(=O)c2cccnc2Sc2cccc(Cl)c2)cc1
  2.0 | 0.4 | 1133 | x | x | x | 1427 | x | 0.14 | x | 0.3 | 14% | 6% | x | x | -0.17 | 0.16

Structural class, the entries above with a furan ring, fused or not (2)
Value order – bCat nuc transl | Insulin prom up | bCat nuc transl cell count 5 µM | MT stabilizer cytotoxicity % | ER stress rescue | Autophagy HCS | Insulin prom up cell count | K1F lysis inhibition | Dynein transport nuclear GR-EGFP | Autophagy HCS cell loss 18 h | Dynein transport | M1AAP inhibition | P. falciparum M17LAP | MT stabilizer | MT stabilizer Hoechst-high % | Dynein transport cytoplasmic EGFP | Dynein transport cell count
(15) CCOC(=O)c1oc2ccccc2c1NC(=O)c1cc(OC)cc(OC)c1
  0.5 | -1.1 | 1346 | 2.1 | -1.2% | i | 1464 | 3.6% | -0.14 | 2 | 0.054 | 11% | 14% | 3.7 | 2.8 | 0.1 | 0.57
(23) COC(=O)c1ccc(CSc2nnc3ccccn23)o1
  -3.3 | -0.22 | 950 | 8.1 | 0.6% | i | 1243 | 1.3% | 2.2 | 5 | 4.5 | 0% | -8% | 2.0 | 1.8 | -0.098 | -2
